Assay outcomes (PubChem BioAssay)
BH1578 lux ind = quorum light induction in luxS cqsA deficient V. cholerae; V. cholerae BH1578 lux reporter, luminescence, 6 h; 350,000 tested, 0.16% active; activation, % at 18.7 µM; in the data active means activation mostly above about 9.7%, no sharp cut-off; inconclusive means no clear call, values can overlap the other calls; inactive means mostly below about 3.7%; further: not every result past the cut was called active; inactives centre near 0; reference of the scale not given here
Yp Topo-I inh = inhibitors of Yersinia pestis topoisomerase I; AID 504884; Y. pestis Topo-I cleavage product accumulation, plate reader; 360,000 tested, 0.064% active; activity, % at 10 µM; in the data active means activity above about 50%, passing the limit was not always enough; inconclusive means no clear call, values can overlap the other calls; further: inactives centre near 2
Anthrax LF inh2 = blocks Bacillus anthracis lethal factor protease. multiplex microsphere protease cleavage assay, LF. 360,000 tested, 0.12% active. inhibition, % at 10 µM. AID 588501. P15917; in the data active means inhibition above about 30%; inconclusive means no clear call, values can overlap the other calls; further: plate controls were buffer without enzyme for full effect and enzyme alone for no effect
Target sequence (P15917 whole entry, looked up): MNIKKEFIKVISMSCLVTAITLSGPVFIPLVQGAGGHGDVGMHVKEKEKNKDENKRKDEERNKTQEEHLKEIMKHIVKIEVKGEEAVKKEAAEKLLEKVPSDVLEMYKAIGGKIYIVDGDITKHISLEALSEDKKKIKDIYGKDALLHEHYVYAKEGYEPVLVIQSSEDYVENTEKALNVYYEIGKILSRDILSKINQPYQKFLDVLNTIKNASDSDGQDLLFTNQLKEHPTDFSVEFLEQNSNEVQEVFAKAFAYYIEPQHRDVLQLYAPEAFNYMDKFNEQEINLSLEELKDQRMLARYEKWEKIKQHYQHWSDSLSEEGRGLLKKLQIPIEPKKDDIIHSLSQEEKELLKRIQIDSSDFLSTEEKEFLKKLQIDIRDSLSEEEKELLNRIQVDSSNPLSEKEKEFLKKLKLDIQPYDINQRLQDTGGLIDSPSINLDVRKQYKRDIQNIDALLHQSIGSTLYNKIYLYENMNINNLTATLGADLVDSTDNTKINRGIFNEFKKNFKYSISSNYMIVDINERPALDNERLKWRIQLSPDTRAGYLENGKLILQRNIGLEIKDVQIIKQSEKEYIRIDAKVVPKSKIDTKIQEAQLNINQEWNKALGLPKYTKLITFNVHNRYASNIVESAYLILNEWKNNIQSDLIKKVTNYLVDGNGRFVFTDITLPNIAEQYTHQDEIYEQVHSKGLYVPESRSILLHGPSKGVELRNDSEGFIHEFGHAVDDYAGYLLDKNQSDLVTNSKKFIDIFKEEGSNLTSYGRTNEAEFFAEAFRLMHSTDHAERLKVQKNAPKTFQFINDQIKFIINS
SARS 3CLpro inh = SARS-CoV 3CLpro protease inhibition; P0C6X7; recombinant SARS-CoV 3CLpro, quenched FRET peptide cleavage; inhibition, % at 6 µM; 290,000 tested, 0.14% active; AID 1706; in the data active means inhibition above about 12%
PriA SSB inh = K. pneumoniae PriA-SSBct interaction inhibition | AlphaScreen SSBct-PriA binding, biotinylated peptide | inhibition, % at 33 µM | 430,000 tested, 0.6% active | AID 1272365; in the data active means inhibition mostly above about 37%, no sharp cut-off; inactive means mostly below about 20%;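 further: plate controls were negative control peptide for no effect and reference peptide for full effect; strong numbers were not always called active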
DUSP3 inh = DUSP3 (human) phosphatase inhibition. P51452. recombinant VHR phosphatase, pNPP absorbance. AID 1654. inhibition, % at 13.3 µM. 290,000 tested, 0.52% active; in the data active means inhibition above about 50%; further: some compounds called inactive have numbers as strong as hits
Target sequence (P51452 whole entry, looked up): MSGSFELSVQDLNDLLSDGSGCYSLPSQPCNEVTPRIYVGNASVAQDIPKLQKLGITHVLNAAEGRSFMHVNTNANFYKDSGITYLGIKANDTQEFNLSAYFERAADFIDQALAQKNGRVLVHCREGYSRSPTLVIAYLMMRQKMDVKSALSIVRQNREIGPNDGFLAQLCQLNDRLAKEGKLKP
MazEF act = activators of E. coli MazEF toxin-antitoxin RNase; 350,000 tested, 0.32% active; AID 504720; activation, % at 20 µM; FAM/BHQ RNA-DNA oligo cleavage fluorescence, 5 h; P0AE70; in the data active means activation above about 50%
TcdB inh = TcdB glycohydrolase inhibition; TcdB glycohydrolase enzymatic assay, plate reader; inhibition, % at 9.99 µM; 350,000 tested, 0.24% active; in the data active means inhibition above about 10%
Rv3671c inh = inhibitors of M. tuberculosis serine protease Rv3671c; P9WHR9; inhibition, % at 5.96 µM; 320,000 tested, 0.048% active; AID 2606; in the data active means inhibition above about 38%;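 further: extracellular domain of Rv3671c used as enzyme; 0% = enzyme with DMSO and 100% = no enzyme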
PfHsp40 yeast = rescue of PfHsp40-mediated yeast toxicity | 340,000 tested, 0.68% active | growth rescue, % at 12.5 µM | S. cerevisiae expressing PfHsp40, growth rescue, ATP luminescence | AID 504582; in the data active means growth rescue above about 28%, passing the limit was not always enough; inconclusive means no clear call, values can overlap the other calls;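 further: yeast W303a lacking pdr1 and pdr3 grown in galactose medium; growth measured after three days at 30 °C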
Numbers without * were called inactive; i = inactive; ? = inconclusive; / = no result given; & = joins results of further samples. An excerpt; the hit share may differ from the screen's.

SMILES	BH1578 lux ind	Yp Topo-I inh	Anthrax LF inh2	SARS 3CLpro inh	PriA SSB inh	DUSP3 inh	MazEF act	TcdB inh	Rv3671c inh	PfHsp40 yeast
Cc1cccc(N2CCN(C(=O)c3cnn4c(C(F)F)cc(-c5ccccc5)nc34)CC2)c1C	-0.3	2.1	-2.3	-4.6	-22.4	23.2	-3.0	1.4	11.0	0.3
CCN(CC)CCCN(Cc1cc2cc(OC)c(OC)cc2[nH]c1=O)C(=O)Nc1ccccc1	2.4	-6.3	-9.3	7.5	-12.8	45.9	10.3	/	1.7	-1.7
CCOC(=O)C1CCCN(c2nc3ccccc3nc2C(C#N)C(=O)OC(C)C)C1 (centres undefined)	-0.4	-6.7	6.0	8.1	-2.2	22.7	-6.1	0.7	-1.8	0.6
COc1cc2c3c(c1)C(C)CC(C)(C)N3C(=O)C2=O (centres undefined)	4.2	-5.3	-7.7	-0.5	13.2	20.4	7.2	/	-8.6	-0.5
CCCn1c(SCC(=O)Nc2cc(C)on2)n[nH]c1=O	0.7	1.2	1.3	/	-3.4	/	3.2	0.7	-6.3	0.8
NC1=NC(=O)C2(COC(c3cccc([N+](=O)[O-])c3)OC2)S1 (centres undefined)	-0.2	-5.0	-1.0	-7.2	-10.8	25.9	5.6	0.1	1.8	-1.8
COc1ccc(-c2nc(N)nc(C(F)(F)F)c2-c2ccccc2OC)c(O)c1	0.6	-5.2	0.1	2.4	-2.6	-1.6	1.5	0.8	3.5	0.9
CCOC(=O)c1ccc(S(=O)(=O)NNC(=O)COc2cccc(C)c2)cc1	-0.3	0.8	-1.1	-0.1	-15.5	-2.7	-2.4	-0.4	3.7	0.2
CC(=O)c1ccc(NC(=O)COc2ccc3c(c2)OCO3)cc1	i	3.9	-5.1	6.2	-1.6	25.6	2.1	2.1	-2.8	0.0
COC(=O)C(O)(c1ccc(N(C)C(=O)c2ccc(Cl)c(Cl)c2)cc1)C(F)(F)F (centres undefined)	-0.2	-1.3	-5.2	1.2	-8.0	-16.1	0.7	/	8.7	-0.2
COc1ccc(NC(=O)COc2ccc(C(=O)OCC(=O)N(C(C)C)C(C)C)cc2OC)cc1	-0.4	-3.4	2.5	-3.8	-13.4	25.6	-11.1	3.2	0.5	1.6
CCOc1cc(N2C(=O)CC3CS(=O)(=O)CC32)c(OCC)cc1NC(=O)c1ccccc1 (centres undefined)	i	8.3	-3.5	-3.4	-14.6	-9.2	-0.6	/	-2.3	-0.7
COc1ccccc1NC(=O)Nc1nc(CC(=O)NCc2cccnc2)cs1	-0.9	-6.1	-7.2	/	-10.7	/	-1.1	1.8	1.5	0.5
Cc1cccnc1NC(=O)c1cccc(S(=O)(=O)N2CCCC2)c1	i	-8.7	-3.3	/	2.1	/	6.3	1.3	-3.6	-1.0
O=C(COc1ccc(Cl)cc1)NCCSCc1ccccc1Cl	i	36.9	0.4	0.6	-48.0	-4.7	-14.7	/	-10.6	7.3
COc1cc(OC)cc(C(=O)OCc2ccc([N+](=O)[O-])cc2)c1	0.3	-2.1	-4.2	-4.0	-7.5	-10.8	-10.3	1.6	-0.8	-1.6
CC(C)c1nnc(NC(=O)c2cc3cc(Br)ccc3oc2=O)s1	i	-5.6	-9.2	-0.4	-11.3	18.8	8.1	1.5	4.7	-0.5
Cc1ccc(S(=O)(=O)NCCC(=O)OCC(=O)NC(=O)c2cccn2C)cc1	3.7	-0.9	-7.9	1.2	1.2	-3.1	9.9	1.7	-1.2	1.4
CC(CCC(=O)O)C1CCC2C3CC(O)C4CC(O)CC[C@]4(C)C3CCC12C (some centres undefined)	-0.5	11.2	-5.2	/	-14.8	/	-2.1	-2.9	/	0.8
Cc1onc(-c2ccccc2Cl)c1C(=O)OCC(=O)N1CCN(c2ccccc2)CC1	i	26.2	-1.5	/	-4.0	/	-4.2	1.2	9.6	-0.1
COc1cc(C(=O)N/N=C/c2coc3ccc(Cl)cc3c2=O)ccc1O	-0.4	-8.6	-1.5	2.6	i	14.9	4.3	1.2	-9.0	0.1
CCNC(=O)COC(=O)c1[nH]c(C)c(C(=O)OC)c1C	-0.6	7.5	-5.4	4.1	-8.7	16.9	-1.8	0.7	6.6	-0.6
CCOC(=O)C(C)(C)Sc1ncnc2nc[nH]c12	i	4.1	-0.6	-1.6	-19.0	13.6	3.0	/	3.7	-0.3
CSc1ccc(-c2nnn(Cc3ccc(Br)cc3)n2)cc1	-0.3	17.7	-0.3	-0.8	-20.1	32.7	1.9	/	-1.4	0.7
O=C(NCCCc1ccccc1)c1cccc([N+](=O)[O-])c1	-0.3	-7.6	-1.0	-6.7	-16.7	2.9	4.6	1.5	2.0	-0.4
CCCCOc1ccc2c(c1)C(=O)c1cc(O)ccc1-2	i	-2.5	-1.7	-1.1	23.7	3.1	2.3	5.1	11.2	284.1*
CN1C=CC=C/C1=C1\SC(=S)N(Cc2ccccc2)C1=O	-0.6	3.9	-11.6	-2.8	18.1	2.7	7.0	-0.6	4.6	-2.1
C=CCn1c(=O)c(C=Nc2c(OC)cccc2[N+](=O)[O-])c(O)n(CCCC)c1=O	-0.4	1.9	1.4	1.9	-1.1	1.0	4.8	0.6	2.8	0.9
CCOc1ccc(NC(=O)CN2C(=O)CSc3ccc(S(=O)(=O)N4CCCC4)cc32)cc1	1.0	10.3	-2.6	0.9	-4.3	-3.6	0.9	-0.5	-3.7	0.5
CC(C)(Sc1cc(C(C)(C)C)c(O)c(C(C)(C)C)c1)Sc1cc(C(C)(C)C)c(O)c(C(C)(C)C)c1	i	-6.2	-2.2	0.4	-10.2	-10.7	-0.3	0.1	5.9	-0.7
O=C1CC(Nc2ccccc2)C(=O)N1CCc1ccccc1 (centres undefined)	/	-3.1	-6.0	-1.0	0.2	-12.3	0.6	/	0.4	1.1
O=C(CCNC(=O)Cn1ccc2ccccc2c1=O)NCC1CCCC1c1ccccc1 (centres undefined)	1.4	5.1	-4.0	-2.3	-23.1	17.8	8.8	-0.1	6.8	0.5
Cc1cc(C)c2oc(C(=O)Nc3ccc(S(=O)(=O)N4CCC(C)CC4)cc3)cc(=O)c2c1	i	-0.7	-1.5	-2.9	-4.8	-7.0	-1.6	0.1	0.5	0.4
C(=N\n1cnnc1)/c1ccccc1OCCOc1ccccc1	-5.9	2.0	0.4	2.0	/	-4.4	1.1	/	5.7	1.9
COc1cccc(C2/C(=C(\O)c3ccc4c(c3)OCCO4)C(=O)C(=O)N2CCCN2CCOCC2)c1OC (centres undefined)	i	-0.1	1.4	-4.6	/	1.8	2.4	/	-2.4	0.1
CCN(CC)C(=O)C(=O)N/N=C/c1cccs1	-0.6	8.6	0.5	2.2	/	1.3	1.2	/	2.8	9.9
CCOc1ccc(N2Nc3n[nH]c(N)c3N2)cc1	11.1	-4.0	-7.7	2.4	33.7	17.8	7.3	/	1.0	0.3
Cc1ccc(N2CCN(CC(O)COc3cccc(C)c3)CC2)cc1 (centres undefined)	i	19.5	-6.6	1.4	-14.7	11.3	-6.4	1.2	-3.3	1.1
CCc1ccc(CNC(=O)c2ccc(OC)c(OC3CCN(C(C)C)CC3)c2)nc1	i	-5.7	3.1	-1.2	13.4	-11.6	3.9	-0.2	-11.0	1.7
CN1CCN(c2ccc(NC(=O)c3cccc(OCc4ccccc4)c3)cc2)CC1	i	-9.5	-11.2	-2.4	13.1	-1.4	12.9	/	7.4	0.3
NC(c1csc(NC(=O)Nc2cccc(Cl)c2)n1)c1ccccc1Cl (centres undefined)	-0.1	-2.5	-2.3	/	/	/	/	0.4	/	/
O=S(=O)(NC(=S)NC1CCCCC1)c1ccc(Br)cc1	0.0	10.4	2.8	2.0	0.1&-5.0	8.5	2.2	1.2	-2.1	-0.9
COc1cc(/C=N/Nc2ccc(C)cc2)cc(Br)c1O	-0.1	-1.6	3.3	1.7	/	2.8	-14.3	-2.5	7.7	3.1
Cc1ccccc1C(=O)Nc1nc(-c2cccnc2)cs1	-8.5	-12.5	-2.3	-5.8	-2.4	5.4	-7.0	0.9	-5.5	-0.2
COc1ccc2cc(Br)ccc2c1CC(=O)NC(C)(C)C	-0.1	-5.8	0.0	1.1	-6.5	-1.5	-2.2	/	-11.5	0.1
COCCCNC(=S)NNC(=S)Nc1ccc(F)cc1F	-2.7	3.1	-1.4	2.9	-2.7	11.6	2.7	/	-0.1	0.6
COc1ccc(C(=O)COC(=O)CCN2C(=O)C3CC=CCC3C2=O)c(OC)c1 (centres undefined)	1.1	9.4	-3.7	/	-2.4	/	-5.5	0.9	/	-0.6
COc1ccc(CN(CCc2c[nH]c3ccccc23)Cc2ccc(OC)cc2)cc1	0.8	-7.7	-11.5	/	-7.3	/	-14.4	-0.8	/	-1.1

Among those listed so far, 2 contain a CF3 group.
SMILES	BH1578 lux ind	Yp Topo-I inh	Anthrax LF inh2	SARS 3CLpro inh	PriA SSB inh	DUSP3 inh	MazEF act	TcdB inh	Rv3671c inh	PfHsp40 yeast
COc1ccc(-c2nc(N)nc(C(F)(F)F)c2-c2ccccc2OC)c(O)c1	0.6	-5.2	0.1	2.4	-2.6	-1.6	1.5	0.8	3.5	0.9
COC(=O)C(O)(c1ccc(N(C)C(=O)c2ccc(Cl)c(Cl)c2)cc1)C(F)(F)F (centres undefined)	-0.2	-1.3	-5.2	1.2	-8.0	-16.1	0.7	/	8.7	-0.2

Carrying on:
SMILES	BH1578 lux ind	Yp Topo-I inh	Anthrax LF inh2	SARS 3CLpro inh	PriA SSB inh	DUSP3 inh	MazEF act	TcdB inh	Rv3671c inh	PfHsp40 yeast
OC(CN1CCOCC1)(c1ccccc1)c1ccccn1 (centres undefined)	-0.5	-7.3	-2.4	0.1	0.9	-7.6	7.6	0.5	0.7	-0.5
Cn1cnnc1SCC(=O)Nc1ccc(F)cc1F	i	16.8	-4.6	-0.4	-9.1	1.9	4.0	0.7	0.0	-1.1
Cc1ccc(C(C)(O)CS(=O)(=O)Cc2ccccc2)cc1 (centres undefined)	-1.1	3.1	8.1	-0.3	-19.6	30.8	2.3	-1.9	-5.0	-1.2
CCOC(=O)C1=C(C)NC(=NC)SC1c1ccccc1 (centres undefined)	0.2	-1.7	-4.4	2.8	-9.9	16.6	-3.5	2.3	12.0	-0.8
Cc1ccc(NC(=O)COC(=O)c2c(-c3ccccc3)noc2C)c(C)c1	0.6	14.4	2.7	/	4.3	/	-25.9	0.3	0.9	-0.3
Cc1ncoc1C(=O)N1CCCC(C(=O)c2cccc3ccccc23)C1 (centres undefined)	-0.3	7.8	-6.6	1.0	2.1	7.5	4.1	-0.5	-1.9	0.0
Cc1ccc(-c2noc(C3CCCN(C(=O)c4ccc(Cl)cc4)C3)n2)o1 (centres undefined)	-0.4	35.1	-1.2	-2.9	4.1	14.4	-4.3	-0.6	-8.2	0.5
COc1ccc(C2Nc3ccccc3C(=O)N2NC(C)=O)cc1OC (centres undefined)	-0.1	1.6	-3.0	2.1	-11.9	4.8	11.8	1.0	1.4	?
Cc1nn2c(-n3ccnc3C)c3c(nc2c1-c1ccccc1)CCC3	0.5	4.8	-1.6	1.6	-7.0&-5.3	29.1	-0.7	/	1.9	-0.1
CCCOC(=O)c1c(-c2ccc(OC)cc2)oc2ccc(-c3ccc(OC)nc3)cc12	-0.2	4.4	-6.0	3.4	-7.3	24.4	-0.7	0.1	-0.4	-0.4
O=C1CC(C(=O)Nc2cccc(F)c2)n2c(nc3ccccc32)N1 (centres undefined)	-0.6	-0.3	-4.6	0.9	-15.0	16.6	-2.6	0.3	7.9	0.5
O=C1C[C@H]2CCCCC(=O)N3CC[C@@H](C1)[C@@H]23	i	4.6	-1.9	/	-18.0	/	0.4	1.0	/	-0.2
